JMJD2A Tudor – inhibitors of human JMJD2A Tudor domain; O75164; AlphaScreen JMJD2A-Tudor / H3K4me3 peptide binding; Potency, µM (series often up to 114 µM), without a hit: at the top dose activity change, negative = inhibition, most hits filed as inhibitors; hit rate 4.4% among 390,000; AID 504339; further: on the % scale 0 is the no-effect control and ±100 the full control effect; nearly all actives have a fitted effect of over 50% in size
Target sequence (O75164 whole entry, looked up, the tested form may be a part): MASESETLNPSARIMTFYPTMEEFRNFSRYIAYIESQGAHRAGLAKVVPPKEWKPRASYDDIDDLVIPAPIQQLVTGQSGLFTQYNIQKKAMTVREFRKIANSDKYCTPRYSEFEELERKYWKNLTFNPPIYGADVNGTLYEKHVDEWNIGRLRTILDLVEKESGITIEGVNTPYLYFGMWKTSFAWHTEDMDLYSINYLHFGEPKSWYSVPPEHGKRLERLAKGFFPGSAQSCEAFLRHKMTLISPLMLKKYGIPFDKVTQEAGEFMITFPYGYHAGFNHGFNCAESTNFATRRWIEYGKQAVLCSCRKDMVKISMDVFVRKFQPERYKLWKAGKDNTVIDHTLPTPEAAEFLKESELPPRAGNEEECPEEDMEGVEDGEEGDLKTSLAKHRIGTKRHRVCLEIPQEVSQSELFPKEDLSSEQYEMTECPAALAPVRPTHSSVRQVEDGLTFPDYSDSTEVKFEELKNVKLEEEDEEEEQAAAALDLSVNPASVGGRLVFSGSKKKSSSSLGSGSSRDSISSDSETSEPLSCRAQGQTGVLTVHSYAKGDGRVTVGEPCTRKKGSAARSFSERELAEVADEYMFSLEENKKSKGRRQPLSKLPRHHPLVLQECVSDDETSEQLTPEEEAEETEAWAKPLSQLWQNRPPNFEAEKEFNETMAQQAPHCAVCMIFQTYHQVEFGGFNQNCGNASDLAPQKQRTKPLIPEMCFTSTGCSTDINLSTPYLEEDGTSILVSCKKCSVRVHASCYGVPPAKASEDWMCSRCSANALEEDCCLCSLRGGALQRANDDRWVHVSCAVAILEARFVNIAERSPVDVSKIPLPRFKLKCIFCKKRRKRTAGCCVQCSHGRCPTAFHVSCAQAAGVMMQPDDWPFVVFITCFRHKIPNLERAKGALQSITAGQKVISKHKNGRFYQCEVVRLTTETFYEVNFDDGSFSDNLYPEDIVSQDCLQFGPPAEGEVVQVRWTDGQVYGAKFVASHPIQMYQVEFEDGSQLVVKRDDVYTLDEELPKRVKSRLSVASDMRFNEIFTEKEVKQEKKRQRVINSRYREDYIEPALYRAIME
Pol beta inh – blocks human DNA polymerase beta activity; P06746; Pol beta primer extension/strand displacement, fluorescence kinetic; Potency, µM (highest dose often 114 µM), for the others: at the highest dose activity change, negative = inhibition, hits mostly inhibitors; hit rate 1.3% among 340,000; further: on the % scale 0 is the no-effect control and ±100 the full control effect
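Enzyme-only controls used 10 nM Pol beta; buffer lacking enzyme served as negative control. Compound preincubated 15 min, then 50 nM substrate added; 0 and 10 min reads at room temperature.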
BLM helicase inh – blocks DNA unwinding by human BLM helicase. AID 2528. Potency, µM (series often up to 56.1 µM), for inactives: at the highest dose activity change, negative = inhibition, hits mostly inhibitors. hit rate 0.2% among 350,000. recombinant BLM DNA unwinding, fluorescence dequenching;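 further: plate controls were vehicle for no effect and no enzyme for full effect; nearly all actives have a fitted effect of over 35% in size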
G9a inh – inhibitors of human histone lysine methyltransferase G9a; Q96KQ7; G9a H3K9 monomethylation, AlphaScreen, 2 h; Potency, µM (series often up to 102 µM), without a hit: at the top dose activity, negative = inhibition, hits mostly inhibitors; hit rate 8.8% among 350,000; further: on the % scale 0 is the no-effect control and ±100 the full control effect; nearly all actives have a fitted effect of over 75% in size
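AlphaScreen detection with an anti-monomethyl H3K9 antibody quantified product after a 2 h room-temperature reaction containing 500 nM biotinylated H3K9 peptide, 20 µM SAM and 20 nM enzyme, which had been preincubated 15 min with compound.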
POLI inh – DNA polymerase iota (human) inhibition; Pol iota fluorescent replication assay, 10 min; hit rate 1% among 390,000; Potency, µM (highest dose often 115 µM), without a hit: at the highest dose activity, negative = inhibition, usual class: inhibitors
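Pol iota at 10 nM preincubated 15 min with compounds at room temperature; reaction started with fluorescent substrate, 50 nM final. Fluorescence read kinetically at 0 and 10 min; buffer-only wells as negative control.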
APEX1 inh – blocks human APE1 abasic DNA cleavage; P27695; hit rate 0.35% among 350,000; Potency, µM (titrated, usually from 65.8 µM), for inactives: at the highest dose activity change, negative = inhibition, most hits filed as inhibitors; recombinant APE1, TAMRA/BHQ-2 abasic DNA cleavage fluorescence;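 further: plate controls were vehicle for no effect and reference inhibitor for full effect; nearly all actives have a fitted effect of over 55% in size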
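APE1 at 0.75 nM preincubated 15 min at room temperature with compound. Reaction then started with 50 nM double-stranded THF-abasic substrate labelled with TAMRA/BHQ-2, and 525/598 nm fluorescence read kinetically. Activity taken as third-minus-first read difference, normalized to DMSO and NSC13755 controls.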
BAZ2B inh – BAZ2B (human) inhibition | Potency, µM (titrated, usually from 114 µM), inactives show at the highest dose activity change, negative = inhibition, most hits filed as inhibitors | AID 504333 | Q9UIF8 | AlphaScreen BAZ2B-H3K14Ac peptide displacement | hit rate 4.4% among 360,000; further: on the % scale 0 is the no-effect control and ±100 the full control effect; nearly all actives have a fitted effect of over 60% in size
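AlphaScreen luminescence quantifies BAZ2B engagement of H3K14Ac peptide; the protein and biotinylated peptide are both at 50 nM final, buffer PBS pH 7.4 with 0.01% Tween-20, all steps at room temperature.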
Pol kappa inh – inhibitors of human DNA polymerase kappa; Q9UBT6; purified Pol kappa, fluorescent DNA synthesis assay, 10 min; Potency, µM (series often up to 107 µM), for the others: at the top dose activity, negative = inhibition, most hits filed as inhibitors; hit rate 0.53% among 400,000; further: on the % scale 0 is the no-effect control and ±100 the full control effect
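First, compounds were pin-transferred onto 10 nM Pol kappa. After 15 min at room temperature, substrate was added to 50 nM final. Fluorescence was then measured kinetically at 0 and 10 min.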
Pol eta inh – blocks human DNA polymerase eta activity. Potency, µM (series often up to 114 µM), for the others: at the highest dose activity change, negative = inhibition, hits mostly inhibitors. Q9Y253. hit rate 1.2% among 390,000. recombinant Pol eta, fluorescent DNA replication assay; further: on the % scale 0 is the no-effect control and ±100 the full control effect
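Pol eta (10 nM) was preincubated with compounds for 15 min at room temperature, after which fluorescent replication substrate (50 nM final) was added to start the reaction. Fluorescence was read kinetically at 0 and 10 min.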
An asterisk follows results filed as active; ? = inconclusive; . = not tested or not shown; & = joins results of further samples; [ ] = another dose, or the depositor's remark. The call rests on the fitted dose curve; in most records, active means well fitted curve in the direction sought with a large enough effect; inconclusive means small, poorly fitted or top-dose-only effect, or another doubt; inactive means no such curve, though single readings can be large; an effect the other way counts as inactive or inconclusive. Potency means the concentration at half of the fitted maximal effect. Only part of the results is shown; count on the stated rates, not on these rows.

Start of the data: the first 4 compounds as a preview:
| Structure | APEX1 inh | Pol beta inh | BAZ2B inh | JMJD2A Tudor | BLM helicase inh | POLI inh | G9a inh | Pol kappa inh | Pol eta inh |
| --- | --- | --- | --- | --- | --- | --- | --- | --- | --- |
| COc1ccc(-c2ccc3c(c2)S(=O)(=O)c2cccc(C(=O)NC4CCCC4)c2C3=O)cc1OC | -17% | . | 6% | -6% | . | 15% | -3%[0.501 µM] | 2% | -7% |
| N/C(=N\OC(=O)c1cccc(Cl)c1)c1ccccn1 | -8% | 35% | 4% | -4% | 0% | 137%[activator] | 2% | -11% | -5% |
| Cc1cccnc1NC(=O)c1c(O)c2cccc3c2n(c1=O)CCC3 | 8% | 3% | -1% | -19% | -1% | 6% | 43%[59 µM] | -14% | 0% |
| COc1cc(C(CC(=O)Nc2ccc(Br)cn2)N2Cc3ccccc3C2=O)cc(OC)c1OC (stereo not given) | . | -2% | -21% | -8% | -4% | 24% | -3%[59 µM] | 3% | -13% |

The whole of this part (from the top)
| Structure | APEX1 inh | Pol beta inh | BAZ2B inh | JMJD2A Tudor | BLM helicase inh | POLI inh | G9a inh | Pol kappa inh | Pol eta inh |
| --- | --- | --- | --- | --- | --- | --- | --- | --- | --- |
| COc1ccc(-c2ccc3c(c2)S(=O)(=O)c2cccc(C(=O)NC4CCCC4)c2C3=O)cc1OC | -17% | . | 6% | -6% | . | 15% | -3%[0.501 µM] | 2% | -7% |
| N/C(=N\OC(=O)c1cccc(Cl)c1)c1ccccn1 | -8% | 35% | 4% | -4% | 0% | 137%[activator] | 2% | -11% | -5% |
| Cc1cccnc1NC(=O)c1c(O)c2cccc3c2n(c1=O)CCC3 | 8% | 3% | -1% | -19% | -1% | 6% | 43%[59 µM] | -14% | 0% |
| COc1cc(C(CC(=O)Nc2ccc(Br)cn2)N2Cc3ccccc3C2=O)cc(OC)c1OC (stereo not given) | . | -2% | -21% | -8% | -4% | 24% | -3%[59 µM] | 3% | -13% |
| CCN(C(=O)Cn1c(=O)oc2ccccc21)C1CCS(=O)(=O)C1 (stereo not given) | 9% | 17% | -2% | -12% | -3% | 5% | -5% | -7% | -14% |
| CN(C)CCCN(C(=O)c1cc(Cl)sc1Cl)c1nc2cc3c(cc2s1)OCO3 | 21% | 7% | ? | ? | -1% | -21% | 50µM* | -12% | -10% |
| CCCCCn1c(CN2CCN(C(=O)c3ccco3)CC2)nc2c1c(=O)n(C)c(=O)n2C | -5% | 12% | -3% | -4% | -1% | -21% | 18%[12.7 µM] | -12% | -12% |
| COc1ccccc1N1CCN(CC(=O)NCCc2ccc(S(N)(=O)=O)cc2)CC1 | -3% | -21% | -19% | -11% | -1% | 84%[activator] | 1% | -1% | -6% |
| O=C(Cc1ccc(Br)cc1)N1CCN(C(=O)c2ccccc2)CC1 | 5% | . | 6% | 2% | . | 7% | 8%[2.33 µM] | -2% | -10% |
| COc1ccc(C2CC(c3ccccc3)=NN2C(=O)COC(=O)c2cccc(N)c2)cc1 (stereo not given) | 13% | . | . | ? | . | 9% | . | 0% | -17% |
| COc1ccc(-c2csc(Nc3ncccn3)n2)cc1C | 16% | 21% | 9% | -13% | -12% | 38%[activator] | 20% | 6% | -17% |
| CCOc1ccc(S(=O)(=O)N(C)c2ccc(OCC(=O)Nc3ccccc3F)cc2)cc1 | -13% | . | -2% | -15% | . | 96%[activator] | 8%[0.501 µM] | -13% | -14% |
| N#Cc1nc(-c2cccs2)oc1NCc1ccc2c(c1)OCO2 | -2% | 0% | ? | 18%[11.4 µM] | -8% | -5% | 45µM* | -14% | -23% |
| Cc1cccc(Sc2ccc([N+](=O)[O-])cn2)c1 | 5% | 62% | -32% | -16% | 1% | 57%[activator] | 12%[59 µM] | -2% | -6% |
| COc1ccc(Cc2nnc(NC(=O)c3ccc(F)cc3)s2)cc1OC | 39% | 4% | -14% | -7% | -6% | 15% | -2%[0.501 µM] | -1% | -1% |
| N#Cc1nc(Cc2cccc3ccccc23)oc1NCc1ccc(F)cc1 | -5% | -1% | ? | ? | -14% | -2% | 25µM* | 2% | -2% |
| CCN(CC)CC(=O)Nc1sc2c(c1C(=O)c1ccccc1OC)CCC2 | 4% | -10% | ? | ? | -10% | 145%[activator] | -26% | -6% | ? |
| CCOC(=O)C1(CCOc2ccccc2)CCN(Cc2ccncc2)CC1 | 5% | 3% | ? | -20% | -8% | -11% | . | -3% | -5% |
| Cc1occc1-c1nnc(SCC(=O)N(C)C)o1 | 2% | 6% | ? | -13% | -2% | 18% | 10% | -13% | 4% |
| Cc1cccc(-c2nc3scc(CCNC(=O)c4ccc(Br)o4)n3n2)c1 | . | -15% | -20% | -6% | 0% | -8% | 2%[59 µM] | -3%[60.1 µM] | -20% |
| Cc1ccc(C)c(Cn2nnc3c(=O)[nH]c(C4CCN(S(=O)(=O)c5ccc(S(=O)(=O)NC6CC6)cc5)CC4)nc32)c1 | -4% | 28% | -5% | -25% | -4% | 20% | ? | 8% | -16% |
| Cc1ccc(NC(=O)Cn2nnc(C(=O)NCc3cccs3)c2N)c(C)c1 | -3% | -29% | ? | -26% | -7% | -1% | 19% | -6% | -17% |
| O=[N+]([O-])c1ccc(O)c(C(C#Cc2ccccc2)N2CCOCC2)c1 (stereo not given) | -2% | -1% | ? | ? | -5% | 39%[activator] | ? | -14% | -17% |
| O=C1C=C(c2ccc(C(=O)O)c(Cl)c2)C[C@@H](c2ccc3c(c2)OCO3)C1 | 10% | . | . | 71µM* | . | ? | . | ? | 50µM* |
| COc1ccc(CCNC(=O)c2cc(C)nc3c2c(C)nn3-c2ccccc2)cc1OC | . | 17% | 4%[57.1 µM] | 0% | 2% | -29% | -10%[59 µM] | -2% | -1% |
| CCN(CC)CCCNC(=O)C1CCCN(c2nnc(N3CCCC3=O)s2)C1 (stereo not given) | -1% | -15% | -1% | 13% | -2% | 33%[activator] | 14%[59 µM] | 0% | 4% |
| COc1ccc(-c2sc3ccc(-c4ccc5c(c4)OCO5)cc3c2-c2ccc(OC)nc2)cc1 | 13% | . | . | -20% | . | 3% | . | -1% | 5% |
| COC(=O)Cn1c2[n+](c3ccccc31)CC(O)CS2 (stereo not given) | 5% | 1% | -1% | -4% | 1% | 33%[activator] | -28%[59 µM] | -3% | -14% |
| CCCN1C(=O)CN(C2CCCCC2)C(=O)C1c1ccc(OC)c(OC)c1 (stereo not given) | . | 11% | 4% | -19% | 0% | 9% | 3%[59 µM] | 3%[60.1 µM] | 1% |
| CCOC(=O)CNS(=O)(=O)Cc1ccccc1 | -17% | . | -4% | -2% | . | 32%&6%[activator] | 7%[2.33 µM] | -3%&-4% | -10% |
| COc1ccc(C[C@H]2CN3C(=NC[C@@H]3Cc3ccccc3)N2CCNC(=O)CCC2CCCCC2)cc1 | 2% | -10% | ? | -28% | 3% | -11% | -5%[12.7 µM] | -7% | -21% |
| COc1ccccc1NC(=O)CN1CCCCCC1 | 18% | -13% | -2% | -8% | -4% | 33%[activator] | 17% | 4% | -19% |
| COC(=O)Cn1c(=NC(=O)c2cccc(OC)c2)sc2cc(OC)ccc21 | -6% | 20% | 20% | -6% | -6% | -1% | -2% | 0% | -14% |
| O=c1[nH]c2cc3c(cc2cc1CN(Cc1nnnn1C1CCCC1)C1CCCC1)OCCO3 | -1% | 0% | 5% | -12% | 2% | 16% | -12%[12.7 µM] | -10% | -6% |
| Cc1oc2ccc(OCc3cccc(Cl)c3)cc2c1C(=O)O | 0% | 23% | -3% | -12% | -5% | 2% | -34% | -12%[60.1 µM] | -2% |
| COc1ccc(S(=O)(=O)N2CCCCCC2)cc1C(=O)NCCc1ccccc1 | 33% | . | -1% | -14% | . | ? | 7%[59 µM] | -2% | -9% |
| COc1cc(OC)c(-n2cc(-c3ccc(OC)c(OC)c3)[nH]c2=S)cc1Cl | 20% | 4% | -24% | ? | -14% | -5% | 32µM* | -7% | 3% |
| CN(C)CCOC1c2ccccc2CSc2ccccc21 (stereo not given) | . | . | . | -13% | . | 5% | . | 5% | -3% |
| Cc1csc(NC(=O)CN2C(=O)C3CC=CCC3C2=O)n1 (stereo not given) | 0% | 5% | 5% | -3% | 2% | 1% | ? | -5% | -5% |
| O=C(C1CCCN(S(=O)(=O)c2cccc3nonc23)C1)N1CCN(c2ccccc2Cl)CC1 (stereo not given) | 0% | 9%&-11% | -30% | ? | -5%&-4% | 11%&0% | ? | 1%&-18% | -6%&-7% |
| CC(=O)Nc1ccc(S(=O)(=O)NCC2CCC(C(=O)NCc3ccccc3Cl)CC2)cc1 (stereo not given) | . | 3% | 0% | -14% | -2% | -15% | 7%[59 µM] | -9%[60.1 µM] | 8% |
| COc1ccc(-c2nnc(SCC(=O)c3ccc[nH]3)o2)cc1 | 13% | 6% | ? | -18% | -11% | -2% | -42%[12.7 µM] | -4% | -12% |
| CCc1cccc(NC(=O)CN(C)S(=O)(=O)c2cccs2)c1 | 25% | 22% | ? | -11% | -9% | -2% | 24% | -2% | 6% |
| CCC(=O)Nc1cccc(NC(=O)c2cccc([N+](=O)[O-])c2C)c1 | 9% | 5% | 8% | -9% | 1% | -3% | -2%[59 µM] | 3% | -10% |
| O=C(COC(=O)C1COc2ccccc2O1)Nc1cccc(S(=O)(=O)N2CCCCC2)c1 (stereo not given) | -7% | 6% | . | -19% | -6% | 90%[activator] | ? | -4% | -6% |
| Cc1noc(C)c1COc1ccccc1C(=O)NNC(=O)c1ccccc1 | 26% | . | 10% | 3% | . | 30% | -2% | -13% | -9% |
| OC1C2(Cc3ccccc3)CN3CCN(C2)CC1(Cc1ccccc1)C3 (stereo not given) | 2% | 4% | -23% | -23% | 1% | 18% | -6% | -11% | 0% |
| Cc1c(C(=O)Nc2nc(-c3ccc(F)cc3)ns2)oc2ccc(Br)cc12 | . | 42% | 1% | -26% | 1% | -3% | 3%[59 µM] | 5% | 0% |
| CSc1ccc(CCNC(=O)C2CCN(c3ncnc4c3nc3n4CCCCC3)CC2)cc1 | . | 2% | -11% | -26% | -10% | 3% | -4%[59 µM] | -22% | -7% |
| O=C(Cc1ccc(F)cc1)NCCc1csc(-c2ccc(C(F)(F)F)cc2)n1 | . | 51% | -5% | -8% | -2% | ? | -1%[59 µM] | -8%[60.1 µM] | 1% |
| CCOC(=O)N1CCN(Cc2nc3cc([N+](=O)[O-])ccc3n2C)CC1 | 6% | 37% | -20% | -10% | -1% | -30% | -1% | 2% | -7% |

Compound activity deposited in PubChem by National Center for Advancing Translational Sciences (NCATS).
